Screening results (PubChem BioAssay)
EPAC2 antag: blocks human EPAC2 exchange factor. 0.18% of 360,000 active. AID 720708. EPAC2 GEF exchange of Rap1B-BODIPY-GDP, fluorescence. Potency, µM (series often up to 114 µM), inactives show at the highest dose activity, negative = inhibition, actives largely listed as inhibitors; further: on the % scale 0 is the no-effect control and ±100 the full control effect; nearly all actives have a fitted effect of over 45% in size; many of its hits are not listed in these tables
Target sequence (Q8WZA2 whole entry, looked up): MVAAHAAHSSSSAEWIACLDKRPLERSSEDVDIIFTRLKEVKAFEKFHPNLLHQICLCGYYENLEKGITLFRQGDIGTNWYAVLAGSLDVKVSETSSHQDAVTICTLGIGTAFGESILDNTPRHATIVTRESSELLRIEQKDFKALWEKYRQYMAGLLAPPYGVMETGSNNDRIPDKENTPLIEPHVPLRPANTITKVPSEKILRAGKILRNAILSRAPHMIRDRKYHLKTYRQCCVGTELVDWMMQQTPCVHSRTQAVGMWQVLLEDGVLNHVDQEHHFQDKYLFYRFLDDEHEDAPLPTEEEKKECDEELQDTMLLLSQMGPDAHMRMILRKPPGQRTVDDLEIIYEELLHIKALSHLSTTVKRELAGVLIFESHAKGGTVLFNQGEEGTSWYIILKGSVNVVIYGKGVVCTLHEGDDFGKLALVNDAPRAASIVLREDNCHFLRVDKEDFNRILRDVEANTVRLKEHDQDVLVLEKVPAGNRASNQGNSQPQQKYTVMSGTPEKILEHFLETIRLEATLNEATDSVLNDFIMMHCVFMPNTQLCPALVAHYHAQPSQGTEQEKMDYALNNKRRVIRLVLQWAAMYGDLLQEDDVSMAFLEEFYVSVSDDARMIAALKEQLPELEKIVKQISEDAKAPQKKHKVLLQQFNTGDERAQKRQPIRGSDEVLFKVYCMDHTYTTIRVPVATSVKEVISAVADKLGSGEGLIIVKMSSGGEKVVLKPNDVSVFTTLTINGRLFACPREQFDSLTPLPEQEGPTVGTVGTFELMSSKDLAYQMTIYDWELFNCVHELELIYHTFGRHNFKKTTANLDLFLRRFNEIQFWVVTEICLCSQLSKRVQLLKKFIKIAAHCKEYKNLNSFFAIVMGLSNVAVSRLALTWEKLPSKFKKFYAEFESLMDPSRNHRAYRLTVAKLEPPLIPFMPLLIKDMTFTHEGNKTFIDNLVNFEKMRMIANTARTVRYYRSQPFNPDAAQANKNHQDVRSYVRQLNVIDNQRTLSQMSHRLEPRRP
MCF10A rereplic: inducers of DNA re-replication in MCF 10A breast cells; Potency, µM (titrated, usually from 46.1 µM), for the others: at the top dose activity, positive = re-replication, usual class: activators; MCF 10A DNA re-replication, Hoechst nuclear intensity, 48 h; AID 624296; 2.9% of 350,000 active; further: % of control where 0% means no effect; nearly all actives have a fitted effect of over 50% in size
A549 tox: counter-screen for Nrf2 inhibitors: cytotoxicity in A549 cells | A549 ARE-Fluc cells, CellTiter-Fluor viability, 18-24 h | Potency, µM (highest dose often 46 µM), for the others: at the top dose activity change, negative = cytotoxicity, hits mostly inhibitors | 0.16% of 390,000 active | AID 504648; further: on the % scale 0 is the no-effect control and ±100 the full control effect
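A549 ARE_Fluc cells in 5% FBS OPTI-MEM were exposed to compounds in concentration-response for 18-24 h at 37 deg C. Viability was read by CellTiter-Fluor fluorescence (Ex 405/Em 525) after 30 min, before the luciferase read.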
HepG2 viability: counter-screen for TGF-b inhibitors: cytotoxicity in HepG2 cells; Potency, µM (highest dose often 46.1 µM), inactives show at the top dose activity change, negative = cytotoxicity, usual class: cytotoxic; HepG2 CAGA-GFP viability, ATP luminescence, 18 h; 0.76% of 410,000 active; further: some results filed as inactive show a strong effect at the top dose
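HepG2 CAGA-GFP cells (1000/well, DMEM with 1% FBS) received compound, then TGF-beta at 500 pg/mL final, and were incubated 18 hours at 37 degrees C. Viability was read by CellTiter-Glo luminescence. Media-only wells were set as complete cell-killing and DMSO as no toxicity.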
ATXN2 expr inh: inhibitors of ATXN2 expression | HEK-293 ATXN2-luciferase reporter, luminescence, 24 h | Potency, µM (doses to about 57 µM), for the others: top-dose activity change, negative = inhibition, actives largely listed as inhibitors | 0.72% of 360,000 active | AID 1745845; further: on the % scale 0 is the no-effect control and ±100 the full control effect; nearly all actives have a fitted effect of over 55% in size
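ATXN2-luciferase reporter cells (luciferase flanked by upstream and downstream ATXN2 gene portions) were treated 24 h at 37 °C with compounds at up to 57 uM. SteadyGlo luminescence gave expression; GF-AFC fluorescence gave viability.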
Nrf2 inh: blocks Nrf2 signaling. A549 ARE-Fluc reporter, luciferase luminescence, 18-24 h. Potency, µM (highest dose often 46 µM), inactives show at the top dose activity change, negative = inhibition, usual class: inhibitors. 2.1% of 360,000 active; further: on the % scale 0 is the no-effect control and ±100 the full control effect; nearly all actives have a fitted effect of over 60% in size
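Reporter: ARE-Fluc in A549. Exposure: 18-24 h, 37 °C, 5% CO2, 5% FBS OPTI-MEM. Readouts: fluorescent cytotoxicity (CellTiter-Fluor), then luminescent Nrf2 signal after BugLite.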
ATXN viability: reduces viability in counter-screen for ATXN expression inhibitors | 0.49% of 400,000 active | Potency, µM (top dose mostly 56.7 µM), most hits filed as cytotoxic | S2 cells (HEK-293 line with an ATXN2-luciferase reporter) viability, CellTiter-Fluor protease fluorescence, 24 h; further: nearly all actives have a fitted effect of over 40% in size
Nrf2 activator: activators of Nrf2 (ARE) signaling; AREc32 ARE-luciferase reporter (MCF7-derived line), luminescence, 24 h; Potency, µM (series often up to 46.1 µM), for inactives: top-dose activation, most hits filed as activators; 0.31% of 410,000 active; AID 624171; further: % of control where 0% means no effect; nearly all actives have a fitted effect of over 65% in size
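AREc32_Fluc, 1000 cells/well, OPTI-MEM + 5% FBS, o/n 37 deg C 5% CO2; 23 nL cpd by pin tool, 24 hr; Steady-Glo 30 min RT, luminescence.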
TGFb SMAD3 inh: blocks TGF-b signaling. HepG2 CAGA-GFP TGF-b/SMAD3 reporter, GFP fluorescence, 18 h; TGF-beta stimulated, 500 pg/mL final. Potency, µM (top dose mostly 46.1 µM), for the others: at the top dose activity, negative = inhibition, usual class: inhibitors. 1.2% of 410,000 active. AID 588855; further: on the % scale 0 is the no-effect control and ±100 the full control effect; nearly all actives have a fitted effect of over 65% in size
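First, reporter cells (HEPG2 CAGA-GFP) rested 2 h at 37 degrees C. Next, compounds were pinned in and TGF-beta added to 500 pg/mL final. After 18 h, GFP was imaged per cell and summed per well.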
The depositor's hits bear a star; i = inactive; ? = inconclusive; . = no result given; & = joins results of further samples; [ ] = another dose, or the depositor's remark. The call rests on the fitted dose curve; in most records, active means well fitted curve in the direction sought with a large enough effect; inconclusive means small, poorly fitted or top-dose-only effect, or another doubt; inactive means no such curve, though single readings can be large; an effect the other way counts as inactive or inconclusive. Potency means the concentration at half of the fitted maximal effect. Some of the compounds tested; the hit share may differ from the screen's.

SMILES	EPAC2 antag	MCF10A rereplic	A549 tox	HepG2 viability	ATXN2 expr inh	Nrf2 inh	ATXN viability	Nrf2 activator	TGFb SMAD3 inh
Cc1cc2ccccc2c(=O)n1CC(=O)NCc1ccco1	-1%	2%	0%	-4%	-4%	3%	i	2.4%	-1%
COc1ccc(/C=C(/NC(=O)c2ccccc2)C(=O)N2CCCCC2)cc1	-1%	-2%	-9%	-9%	2%	-4%	i	-0.7%	-12%
Cc1cccc(Cc2cccc(C)c2O)c1O	-29%	?	-1%	-16%	-3%	8%	i	2.3%	-19%
CCCC(C)NC(=O)CSc1nc2ccc(C)cc2[nH]1 (configuration not stated)	5%	1%	1%	-7%	.	10%	i	0.1%	-10%
Cc1cc(=O)[nH]c(SCC(=O)N2C(C)CCCC2C)n1 (configuration not stated)	11%	-32%[inhibitor]	2%	12%	2%	20%	i	-0.5%	0%
Cc1ccc(S(=O)(=O)NC2(C(F)(F)F)C(=O)Nc3c2c(=O)n(C)c(=O)n3C)cc1 (configuration not stated)	-2%	3%	1%	-1%	4%	-16%	i	-0.2%	7%
CC1(CC(=O)N/N=C/c2ccc(-c3cccc(C(F)(F)F)c3)o2)OCCO1	-2%	11%	-3%	29%	4%	-10%	i	-0.3%	-3%
O=C1Nc2ccccc2N=C(c2ccccc2)C1N(Cc1ccc(F)cc1)C(=O)c1cccnc1 (configuration not stated)	2%	.	.	-11%	-5%	.	?	0.4%	-21%
CC(Oc1ccccc1)C(=O)N=C1SC2CS(=O)(=O)CC2N1c1cccc(F)c1 (configuration not stated)	-6%	-6%	1%	21%	-4%	2%	i	-0.2%	13%
COCCn1nnnc1C(c1ccccn1)N1CCN(c2cc(Cl)ccc2C)CC1 (configuration not stated)	7%	1%	-1%	-17%	-20%	?	i	0.8%	-9%
CCCc1cc(=O)[nH]c2nnc(SCC(=O)Nc3ccc(C(C)=O)cc3)n12	12%	-2%	3%	-2%	5%	16%	i	-0.1%	-16%
COc1ccccc1S(=O)(=O)N1CCN(S(=O)(=O)c2ccccc2C#N)CC1	3%	?	3%	2%	-2%	2%	i	0.1%	-18%
COc1ccc([N+](=O)[O-])cc1NC(=O)CCNC(=O)Cn1ccc2ccccc2c1=O	-4%	17%	-1%	-8%	.	0%	i	0.3%	-12%
COc1ccc(C2=NN(CN3C(=O)C(=O)c4ccccc43)C(c3ccc(Br)cc3)C2)cc1 (configuration not stated)	-6%	?	2%	-20%	53%[activator]	18%	i	2.9%	-3%
COc1ccc(CC(=O)Nc2nnc(C(C)C)s2)cc1	11%	4%	-8%	0%	24%	-12%	i	0.5%	0%
COc1ccc(NC(=O)Cn2c(C)c3cnn(-c4ccccc4)c(=O)c3c2C)c(OC)c1	.	.	-3%	-10%	-7%	-19%	i	0.3%	?
COc1ccc(CNC(=O)c2cc3c(=O)[nH]c4ccc(C)cc4c3s2)c(OC)c1	.	.	-14%	-25%	13%	?	i	-0.2%	-25%
CCOC(=O)c1cc(-c2ccccc2)nc2nc(N3CCCCC3)sc12	-4%	9.2µM*	5%	0%	65%[activator]	6%	.	-0.4%	12%
COc1ccc(NC(=O)C2c3ccccc3OCC(=O)N2CC(F)(F)F)cc1 (configuration not stated)	5%	.	.	.	4%	.	i	0.1%	.
Cc1ccc2c(c1)N(C(=O)CCC(=O)NCCCN1CCOCC1)CC(C)O2 (configuration not stated)	11%	2%	-5%	-1%	7%	0%	i	-1.1%	-11%

As entered above:
`Cc1cc2ccccc2c(=O)n1CC(=O)NCc1ccco1` in TGFb SMAD3 inh has -1%
`COc1ccc(NC(=O)Cn2c(C)c3cnn(-c4ccccc4)c(=O)c3c2C)c(OC)c1` in Nrf2 inh has -19%

(listing goes on)
SMILES	EPAC2 antag	MCF10A rereplic	A549 tox	HepG2 viability	ATXN2 expr inh	Nrf2 inh	ATXN viability	Nrf2 activator	TGFb SMAD3 inh
CCOC(=O)N1CCC(NC(=O)c2cc(-c3ccc(F)cc3)[nH]c2C)CC1	-10%	4%	-29%	-4%	0%	23µM*	i	3.6%	1%
CC(OC(=O)c1cccc(-n2cnnn2)c1)C(=O)Nc1ccc(N(C)C)cc1 (configuration not stated)	5%	10%	-1%	0%	7%	4%	i	1.8%	-2%
Cc1ccc(C2CC(c3ccccc3)=NN2C(=S)Nc2ccccc2)o1 (configuration not stated)	0%	5.2µM*	-19%	8%	1%	?	i	2.9%	-3%
CN(C)c1cccc(C(=O)NCCCn2ccc3ccccc32)c1	-29%	14%	0%	-12%	1%	4%	i	-0.2%	-12%
CCCCOc1ccccc1Cn1c(=O)oc2ccc(C)cc21	?	28%	-24%	-2%	-9%	-27%	i	-0.1%	-26%
COc1ccc(Cl)cc1NC(=O)CN(C)CC(=O)NCc1ccc(F)cc1	10%	-1%	-1%	-19%	-13%	-9%	i	0.7%	-14%
O=C(Nc1ccccc1)OCCN1CCOCC1	-3%	1%	5%	-5%	1%	10%	i	0.8%	-7%
COc1ccc(CCn2nc(C)c([N+](=O)[O-])c2C)cc1	-11%	6%	3%	0%	45%[activator]	?	i	0.0%	8%
C=C1CCN(C(C(=O)O)C(C)C)S(=O)(=O)c2ccccc21 (configuration not stated)	.	.	-5%	-7%	.	-10%	.	.	2%
Cc1cc(=O)oc2cc(NS(=O)(=O)c3ccccc3)ccc12	3%	2%	9%	0%	-1%	?	.	2.6%	4%
CS(=O)(=O)N(CC(=O)N1CCCCCC1)c1cc(Cl)ccc1Cl	6%	4%	-8%	-40%	-4%	1%	i	-0.8%	-27%
COc1ccc(CCNC(=O)CN(c2cc(C(F)(F)F)ccc2Cl)S(C)(=O)=O)cc1	.	.	-3%	-27%	3%	11%	i	-1.1%	0%
CC1(C)CC(=O)C(CC2C(=O)CC(C)(C)CC2=O)C(=O)C1	10%	0%	1%	38%	-5%	-2%	i	0.3%	17%
Cc1ccsc1-c1n[nH]c(=S)n1C1CCCCC1	-9%	27%	9%	0%	-13%	4%	i	-1.2%	3%
Fc1cccc2sc(Nc3nnc(-c4ccco4)o3)nc12	-8%	7.3µM*	9%	-11%	-24%	20%	i	?	?
CC(C)C(NC(=O)CCN1C(=O)c2ccccc2C1=O)c1ccccc1 (configuration not stated)	-8%	-4%	4%	-19%	-18%	-3%	i	0.4%	-6%
C=CCCN(C(C(=O)OC)C(C)C)S(=O)(=O)c1ccccc1Br (configuration not stated)	-24%	-1%	3%&-6%	-16%&-2%	-5%	5%&15%	i	0.2%	-20%&-14%
Cc1cc(C)cc(-n2c(SCC(=O)Nc3cccc(S(=O)(=O)NC4=NCCCCC4)c3)nc3ccccc3c2=O)c1	9%	1%	-14%	-6%	6%	0%	?	-0.1%	0%
Cc1c(NS(=O)(=O)c2cccc(C(=O)N3CCCC3)c2)c(=O)n(-c2ccccc2)n1C	4%	0%	-1%	9%	0%	1%	i	0.4%	-3%
Cc1ccc(C)c(N2CCN(C(=O)CCNC(=O)Cn3ccc4ccccc4c3=O)CC2)c1	-7%	-1%	-2%	-27%	-28%	-1%	i	0.4%	-12%
COc1cccc(NC(=O)c2oc3ccc(S(=O)(=O)N4CCOCC4)cc3c2C)c1	-5%	?	1%&0%	-1%&-23%	-32%	5%	i	0.0%&0.7%	4%&-25%
COc1ccc(CNC(=O)C[C@H]2C[C@H](C(=O)N3CCOCC3)[C@@]3(C)c4[nH]c5cc(-c6ccco6)ccc5c4CCN3C2=O)cc1OC	12%	13%	-1%	-1%	-6%	7%	i	9.0%	?
CCN(C(=O)c1ccc2c(=O)n3c(nc2c1)CCCCC3)c1ccc(F)cc1	7%	6%	1%	1%	3%	-16%	i	0.3%	-24%
CO[C@@]1(NC(=O)C2SC(=C(C(N)=O)C(=O)O)S2)C(=O)N2C(C(=O)O)=C(CSc3nnnn3C)CS[C@@H]21 (some centres not stated)	14%	-31%[inhibitor]	-1%	8%	2%	1%	i	-0.5%	-4%
CCC(C)NC(=O)C1CCN(S(=O)(=O)c2cccnc2)CC1 (configuration not stated)	0%	-14%	-1%	8%	1%	.	i	0.0%	3%
Cc1ccc(Cl)cc1-c1cc(C(=O)N2CCc3ccccc3C2)[nH]n1	6%	.	.	-31%	-10%	.	i	4.2%	?
CCCC(=O)Nc1nnc(S(=O)(=O)N(CC)c2ccccc2)s1	-1%	1%	4%	6%	6%	?	i	-0.8%	7%
O=C(Cn1nc2ccccc2n1)N/N=C/c1cc([N+](=O)[O-])ccc1O	-11%	?	?	-36%	20µM*	?	?	-0.4%	0%
Cc1ccc(C(=O)N/C(=C\c2cn(-c3ccccc3)nc2-c2ccccc2)C(=O)N2CCOCC2)cc1	-1%	20%	3%	-5%	13%	-16%	i	0.1%	-3%
CC(=O)Nc1ccc(-c2ccnc3c2CC(C)(C(=O)NCCN(C)C)O3)cc1 (configuration not stated)	-28%	.	.	-15%	4%	.	i	1.5%	3%
CN(Cc1ccsc1)C(=O)CCc1nnc(Cc2c[nH]c3ccccc23)o1	-3%	-4%	0%	9%	-11%[11.3 µM]	0%	i	2.5%	57%[activator]
COc1ccccc1C(=O)N(C)CC(=O)Nc1ccc(N2CCOCC2)cc1	3%	-3%	-2%	6%	.	4%	?	0.3%	2%
O=C(COC(=O)/C=C/c1ccc([N+](=O)[O-])cc1)NC(c1ccccc1)c1ccccc1	-3%	23µM*	4%	-14%	3%	-10%	i	0.3%	-7%
O=C(Cn1nnc2ccccc21)c1ccccc1	2%	-29%	0%	9%	46%[activator]	7%	i	0.7%	8%

Grouped by structure, the entries above with a nitro group on carbon
SMILES	EPAC2 antag	MCF10A rereplic	A549 tox	HepG2 viability	ATXN2 expr inh	Nrf2 inh	ATXN viability	Nrf2 activator	TGFb SMAD3 inh
COc1ccc([N+](=O)[O-])cc1NC(=O)CCNC(=O)Cn1ccc2ccccc2c1=O	-4%	17%	-1%	-8%	.	0%	i	0.3%	-12%
COc1ccc(CCn2nc(C)c([N+](=O)[O-])c2C)cc1	-11%	6%	3%	0%	45%[activator]	?	i	0.0%	8%
O=C(Cn1nc2ccccc2n1)N/N=C/c1cc([N+](=O)[O-])ccc1O	-11%	?	?	-36%	20µM*	?	?	-0.4%	0%
O=C(COC(=O)/C=C/c1ccc([N+](=O)[O-])cc1)NC(c1ccccc1)c1ccccc1	-3%	23µM*	4%	-14%	3%	-10%	i	0.3%	-7%
